Tn7 DDE FP: DD(E)-Tn7 binding inhibition, primary FP screen | FP displacement of FITC-Tn7 peptide from fibrin DD(E); 0% = median of compound wells per plate | inhibition, % at 8.3 µM | 0.13% of 370,000 active;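 active = inhibition above the mean of compounds falling within the control limits plus 3 SD of them, cut at about 14% in these data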;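 note: 0% = plate median of compound wells and 100% = 10 µM Aha-Tn7 peptide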
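Test system: human clot-derived fibrin DD(E) complex / Quantity: 2 µM final DD(E) protein / Incubation: 10 min plus 3 h, room temperature / Measured by: fluorescence polarization / Benchmarks: high control of 10 µM Aha-Tn7 peptide / Replicates: singlicate testing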
PLC-beta3 inh: PLC-beta3 (human) inhibition, primary screen; Q01970; Purified PLC-beta3, fluorogenic substrate, fluorescence; inhibition, % at 12.2 µM; 0.18% of 370,000 active; AID 720704; in the data active = inhibition above about 11%;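 note: 0% = median of compound wells on plate and 100% = full blocker control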
TDP2 inh: TDP2 (human) inhibition, absorbance primary screen; O95551; recombinant TDP2, T5PNP hydrolysis, p-nitrophenol absorbance 415 nm; inhibition, % at 12.8 µM; 0.34% of 370,000 active;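 active = inhibition above the mean of all tested compounds plus 3 SD, set per campaign, cut at about 25% in these data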;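 note: 0% = DMSO with enzyme and 100% = buffer with substrate but no TDP2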
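Assay system: recombinant human TDP2 / Reagent: T5PNP substrate at 5 mM, a TopII-DNA adduct mimic / Measured by: epi absorbance from released p-nitrophenol / Evaluation: % inhibition relative to enzyme-containing and enzyme-free wells / Control set: enzyme-free and DMSO wells / Replicates: each compound tested once, singlicate / Schedule: enzyme reaction with compound for 2 h at 37 °C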
SIAE inh: inhibitors of human sialic acid acetylesterase SIAE; 0.69% of 370,000 active; inhibition, % at 9.66 µM; Q9HAT2; SIAE FP-Rh probe binding, fluorescence polarization;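 active = inhibition above a cutoff: mean of compounds within the control limits plus 3 SD of those, cut at about 17% in these data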;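 note: 0% = plate median of compound wells and 100% = probe without SIAE protein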
Target sequence (Q9HAT2 whole entry, looked up): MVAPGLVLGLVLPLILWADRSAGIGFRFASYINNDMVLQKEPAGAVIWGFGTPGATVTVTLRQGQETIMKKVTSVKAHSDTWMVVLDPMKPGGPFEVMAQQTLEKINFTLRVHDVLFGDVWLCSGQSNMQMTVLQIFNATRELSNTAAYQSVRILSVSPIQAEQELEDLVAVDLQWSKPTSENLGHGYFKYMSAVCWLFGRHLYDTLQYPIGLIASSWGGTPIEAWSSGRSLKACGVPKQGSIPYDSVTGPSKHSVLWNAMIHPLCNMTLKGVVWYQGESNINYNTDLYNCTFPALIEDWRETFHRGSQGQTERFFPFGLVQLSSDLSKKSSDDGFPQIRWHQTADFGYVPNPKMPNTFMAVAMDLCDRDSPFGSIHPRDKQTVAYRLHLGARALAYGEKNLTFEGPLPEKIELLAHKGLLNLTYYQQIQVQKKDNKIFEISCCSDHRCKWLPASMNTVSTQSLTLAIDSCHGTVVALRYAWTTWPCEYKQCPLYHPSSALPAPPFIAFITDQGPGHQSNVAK
ARFGAP1 inh: inhibitors of rat ARFGAP1 | Arfgap1-stimulated ARF1 GTP hydrolysis, GDP FP detection | inhibition, % at 16.5 µM | 0.26% of 360,000 active | AID 651572;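 active = inhibition above a per-plate limit, mean inhibition of low control wells plus 3 SD, cut at about 25% in these data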;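 note: 0% = DMSO wells with enzyme and 100% = wells lacking Arfgap1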
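system = rat Arfgap1 catalytic domain, aa 1-136 | technique = FP, GDP Alexa 633 tracer displaced from anti-GDP antibody, 620/688 nm | compound = one concentration, 16.5 µM, DMSO 1.26% | medium = HEPES-based buffer, pH 7.5 | timing = compound-enzyme preincubation 20 min, reaction 120 min, detection 60 min, 25 °C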
ADAM10 inh: inhibitors of human ADAM10; O14672; recombinant ADAM10, EDANS/DABCYL FRET peptide cleavage, 3 h; inhibition, % at 7 µM; 0.62% of 370,000 active;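 active = inhibition above a per-campaign cutoff equal to the mean of compounds falling between control-based bounds plus 3 SD, cut at about 20% in these data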;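 note: 0% = DMSO wells while the 100% control is not disclosed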
ASAP1 GAP inh: ASAP1 ArfGAP inhibition; Q9ULH1; ASAP1-stimulated ARF1 GTP hydrolysis, GDP FP detection; inhibition, % at 16.5 µM; 0.19% of 360,000 active; AID 624377; in the data active = inhibition above about 25%;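 note: 0% = vehicle with enzyme and substrate and 100% = no enzyme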
Target sequence (Q9ULH1 325-724 limits assumed): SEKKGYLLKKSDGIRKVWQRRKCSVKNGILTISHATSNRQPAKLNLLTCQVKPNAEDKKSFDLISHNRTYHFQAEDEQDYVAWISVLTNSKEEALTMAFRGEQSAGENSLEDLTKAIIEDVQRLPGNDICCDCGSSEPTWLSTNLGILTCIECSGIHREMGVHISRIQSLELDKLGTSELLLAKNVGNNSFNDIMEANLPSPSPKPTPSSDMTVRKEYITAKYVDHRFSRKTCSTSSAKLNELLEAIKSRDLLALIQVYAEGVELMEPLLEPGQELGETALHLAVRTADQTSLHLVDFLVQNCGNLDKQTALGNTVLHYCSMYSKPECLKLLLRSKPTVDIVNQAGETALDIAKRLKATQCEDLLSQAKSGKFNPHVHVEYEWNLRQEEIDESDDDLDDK
PLC-gamma1 inh: PLC-gamma1 (human) inhibition, primary screen. P19174. purified PLC-gamma1, fluorogenic substrate, fluorescence. inhibition, % at 12.2 µM. 0.84% of 370,000 active; in the data active = inhibition above about 9.5%
ADAM17 inh: ADAM17 inhibition, QFRET primary screen; recombinant ADAM17, EDANS/DABCYL FRET peptide cleavage; inhibition, % at 6.95 µM; 0.83% of 370,000 active; AID 720648;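 active = inhibition above the mean of compounds lying between control limits plus 3 SD, set per campaign, cut at about 8.5% in these data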;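 note: 0% = DMSO-only wells as the low control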
Tn6 DDE FP: disrupts Tn6 cyclic peptide binding to fibrin D-Dimer-E complex; AID 720509; 0.21% of 370,000 active; P02675; inhibition, % at 8.3 µM; Fibrin DD(E) TRITC-Tn6 fluorescence polarization displacement;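 active = inhibition above a per-campaign cutoff: mean of compounds within control limits plus 3 SD, cut at about 15% in these data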;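 note: 0% = median of all compound wells on the plate and 100% = blocking peptide control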
* = called active by the depositor; i = inactive; . = no result given.

1. Fc1ccc2cnc(-c3ccccc3)c(-c3cccc(C(F)(F)F)c3)c2c1
2. COc1ccc(CCNC(=O)CSc2nc(C)cs2)cc1
3. O=[N+]([O-])c1ccc(N2CCN(Cc3ccc([N+](=O)[O-])o3)CC2)cc1
4. Cc1cccc(N2C(=N)SCC2=O)c1C
5. O=C(Cc1cccs1)N1CCN(S(=O)(=O)c2cc(Cl)ccc2Cl)CC1
6. O=C(Nc1cccc(S(=O)(=O)NC2=NCCC2)c1)c1ccc(C(F)(F)F)cc1

Assay by compound,1,2,3,4,5,6
ASAP1 GAP inh,11,0,14,2,10,0
Tn7 DDE FP,-2,-11,-4,4,1,2
PLC-gamma1 inh,-7,4,9.8*,-2,1,0
ARFGAP1 inh,11,-1,6,6,8,16
TDP2 inh,-7,2,-3,8,-6,-4
ADAM17 inh,0,1,8,-4,-1,0
PLC-beta3 inh,-5,0,0,0,2,6
Tn6 DDE FP,2,-4,4,-2,2,-1
SIAE inh,0,2,4,-1,1,-3
ADAM10 inh,0,-9,4,5,3,9

7. Cc1ccc(C2=NS(=O)(=O)N(C)C(C(=O)NC3CCCC3)=C2)cc1
8. Cc1nn2c(=O)cc(COC(=O)c3ccc(NC(=O)C(C)(C)C)cc3)nc2s1
9. O=C(Nc1ccccc1C(F)(F)F)O[C@@H]1CC[C@@]23CCCN2C(=O)CCC[C@H]3C1
10. Cc1ccc(OC(C)C(=O)Nc2ccc(Cl)cn2)c([N+](=O)[O-])n1 (configuration not stated)
11. O=C(NC(=S)Nc1ccccc1N1CCOCC1)c1ccc(-c2ccccc2F)o1
12. CC1(C)C2CCC1(C)C1(C2)NC(=O)c2ccccc2O1 (configuration not stated)

Assay by compound,7,8,9,10,11,12
ASAP1 GAP inh,12,19,.,5,1,-7
Tn7 DDE FP,6,-1,0,-5,-2,0
PLC-gamma1 inh,-7,4,2,3,0,-1
ARFGAP1 inh,-2,-1,.,-8,-13,13
TDP2 inh,0,-14,-5,4,9,3
ADAM17 inh,-4,0,-4,-1,-3,-2
PLC-beta3 inh,0,-4,1,-5,-6,-1
Tn6 DDE FP,6,-5,3,-5,5,4
SIAE inh,-2,-6,0,-4,-9,1
ADAM10 inh,-13,14,-3,-12,-5,-5

13. O=C(CN1CCC(C(O)(c2ccccc2)c2ccccc2)CC1)Nc1cc(Cl)ccc1Cl
14. CC1CCCC(C(=O)O)N1C(=O)CCSC(=O)c1ccccc1 (configuration not stated)
15. CN1CCN(NC(=O)c2cc(-c3cccc(Cl)c3)nc3ccccc23)CC1
16. Cc1ccc2cc(CN(CC3CCCO3)S(=O)(=O)c3ccccc3)c3nnnn3c2c1 (configuration not stated)
17. COC(=O)NNC(=O)COc1ccccc1C
18. O=C(O)CCC(NC(=O)OCc1ccccc1)C(=O)O (configuration not stated)

Assay by compound,13,14,15,16,17,18
ASAP1 GAP inh,3,-1,6,-4,6,16
Tn7 DDE FP,10,-1,0,8,2,2
PLC-gamma1 inh,4,5,0,-2,1,4
ARFGAP1 inh,9,-8,2,1,0,-2
TDP2 inh,0,-7,-2,-3,4,-6
ADAM17 inh,-5,4,-3,1,5,-4
PLC-beta3 inh,1,-1,-3,1,3,1
Tn6 DDE FP,3,4,5,2,0,6
SIAE inh,-6,0,-2,-3,-2,5
ADAM10 inh,3,-1,-11,3,4,-10

19. O=C(O)COc1ccccc1/C=N/Nc1ccc(S(=O)(=O)N2CCOCC2)cc1[N+](=O)[O-]
20. CCN(CC)c1ccc(N2C(=NC(=O)C3CC3)SC3CS(=O)(=O)CC32)cc1 (configuration not stated)
21. Cc1cc(OC(=O)c2ccc(Cl)cc2)cc(=O)n1C
22. Cn1cc(CNCCN2CCCCC2=O)c(-c2cccc(Cl)c2)n1
23. CS/C(=C/[N+](=O)[O-])Nc1cccc2c1C(C)CC2(C)C (configuration not stated)
24. O=c1c(Cc2c(F)cccc2Cl)c(O)ccn1Cc1ccc(F)cc1

Assay by compound,19,20,21,22,23,24
ASAP1 GAP inh,11,0,7,4,-2,0
Tn7 DDE FP,1,4,-5,0,-10,0
PLC-gamma1 inh,6,0,3,0,1,3
ARFGAP1 inh,14,1,12,0,0,3
TDP2 inh,-13,-9,-21,-7,-10,10
ADAM17 inh,2,-2,-6,-2,3,-2
PLC-beta3 inh,1,-21,-6,2,1,-6
Tn6 DDE FP,-4,-4,-3,6,-10,-6
SIAE inh,16,1,4,7,3,6
ADAM10 inh,10,4,-11,4,7,-2

Three entries drawn at random from the list so far, as already listed:
24. O=c1c(Cc2c(F)cccc2Cl)c(O)ccn1Cc1ccc(F)cc1
21. Cc1cc(OC(=O)c2ccc(Cl)cc2)cc(=O)n1C
19. O=C(O)COc1ccccc1/C=N/Nc1ccc(S(=O)(=O)N2CCOCC2)cc1[N+](=O)[O-]

Assay by compound,24,21,19
ASAP1 GAP inh,0,7,11
Tn7 DDE FP,0,-5,1
PLC-gamma1 inh,3,3,6
ARFGAP1 inh,3,12,14
TDP2 inh,10,-21,-13
ADAM17 inh,-2,-6,2
PLC-beta3 inh,-6,-6,1
Tn6 DDE FP,-6,-3,-4
SIAE inh,6,4,16
ADAM10 inh,-2,-11,10

More records.
25. CCS(=O)(=O)Nc1ccc2[nH]c(=O)[nH]c2c1
26. Cn1nc(C(=O)N2CCN(c3ccccn3)CC2)c2ccccc2c1=O
27. COc1cc2c(cc1OC)C(c1ccc3c(c1)OCO3)C1=C(CC(C)(C)CC1=O)N2 (configuration not stated)
28. O=S(=O)(Nc1ccc(-c2csc(-c3ccccc3)n2)cc1)c1ccc(F)cc1
29. O=C(Nc1ccc(Cl)c(Cl)c1)N[C@@H]1CC[C@@H](CCn2cc(C3CCCCC3)nn2)O[C@@H]1CO
30. Cc1ccc2nc(COc3ccc(N(C)S(=O)(=O)c4ccccc4)cc3)cc(=O)n2c1

Assay by compound,25,26,27,28,29,30
ASAP1 GAP inh,8,4,-8,19,-8,1
Tn7 DDE FP,0,0,-2,-1,0,0
PLC-gamma1 inh,-3,3,i,-16,9,-42
ARFGAP1 inh,10,6,5,20,8,-4
TDP2 inh,-5,-4,-8,-5,1,1
ADAM17 inh,-5,2,-67,11*,-1,-15
PLC-beta3 inh,-2,-7,i,-19,-2,-64
Tn6 DDE FP,2,-1,-1,-7,-6,-3
SIAE inh,8,-1,8,-117,-33,4
ADAM10 inh,-3,0,-206,16,-10,-53

31. c1ccc(-c2nnc(CSc3nnc(-c4cccs4)o3)o2)cc1
32. CCOC(=O)C1(CC2CCCCO2)CCN(C(=O)Nc2ccc(SC)cc2)CC1 (configuration not stated)
33. COc1ccccc1OCCSc1nc(N)cc(N)n1
34. CC(C)N(C)Cc1nnnn1CC(=O)NCCc1cccc(C(F)(F)F)c1
35. C=CCn1c(Oc2ccccc2F)nc2c1c(=O)n(C)c(=O)n2C
36. NC(CCc1ccccc1)c1csc(Nc2ccc(C(F)(F)F)cn2)n1 (configuration not stated)

Assay by compound,31,32,33,34,35,36
ASAP1 GAP inh,0,-14,12,3,-1,6
Tn7 DDE FP,0,7,-5,-7,1,1
PLC-gamma1 inh,-5,-2,-2,5,0,1
ARFGAP1 inh,0,9,5,4,13,-2
TDP2 inh,9,8,7,-6,5,0
ADAM17 inh,0,0,-6,1,0,-4
PLC-beta3 inh,1,-5,-6,-1,-6,-9
Tn6 DDE FP,2,-6,-12,2,-3,4
SIAE inh,-4,3,-2,1,2,5
ADAM10 inh,2,3,-10,10,-2,-15

37. CN(C)/C=C1/Oc2c(ccc3ccccc23)C1=O
38. CN(C)/C(=N\S(=O)(=O)c1ccccc1)c1ccc([N+](=O)[O-])cc1
39. COC(=O)[C@@](C)(O)C1(C(=O)SC(C)(C)C)CC1
40. O=[N+]([O-])c1ccc(N2CCCCCC2)c(S(=O)(=O)N2CCCCC2)c1
41. COc1ccc(COC[B-](F)(F)F)cc1
42. COc1ccc(C=NN=C2c3ccccc3-c3ccccc32)cc1O

Assay by compound,37,38,39,40,41,42
ASAP1 GAP inh,-17,-1,-6,5,9,17
Tn7 DDE FP,1,-6,2,3,-2,6
PLC-gamma1 inh,-46,3,3,4,3,4
ARFGAP1 inh,6,-3,1,10,-4,21
TDP2 inh,-8,-6,2,-8,7,1
ADAM17 inh,-35,1,-1,5,-1,3
PLC-beta3 inh,-57,1,4,3,2,3
Tn6 DDE FP,-4,1,0,-2,-5,1
SIAE inh,5,-1,5,16,0,-17
ADAM10 inh,-82,6,0,19,2,-1

43. COc1ccccc1C(=O)NCCC(=O)Nc1cccc(S(=O)(=O)N2CCCC2)c1
44. CCc1cccc(NC(=O)c2sc3nc4n(c(=O)c3c2C)CCC4)c1
45. CCn1c(SCC(=O)NCc2ccco2)nnc1C(C)C
46. CCCCn1c(N)c(N(CCC(C)C)C(=O)c2ccc(N3CCCC3=O)cc2)c(=O)[nH]c1=O
47. N#CC1=C(N)Oc2cc(N)ccc2C1c1ccsc1 (configuration not stated)

Assay by compound,43,44,45,46,47
ASAP1 GAP inh,1,7,-10,-2,-3
Tn7 DDE FP,10,7,3,0,7
PLC-gamma1 inh,1,-1,-3,-4,-5
ARFGAP1 inh,7,-5,1,0,1
TDP2 inh,-8,55*,2,-8,11
ADAM17 inh,-1,-1,-5,-3,-2
PLC-beta3 inh,-10,-10,2,-3,-7
Tn6 DDE FP,0,2,-2,2,8
SIAE inh,3,7,-3,2,8
ADAM10 inh,-21,0,-1,63*,-2

Some of the entries so far, with two lines to a compound:
Fields: ASAP1 GAP inh, Tn7 DDE FP, PLC-gamma1 inh, ARFGAP1 inh, TDP2 inh, ADAM17 inh, PLC-beta3 inh, Tn6 DDE FP, SIAE inh, ADAM10 inh
46	CCCCn1c(N)c(N(CCC(C)C)C(=O)c2ccc(N3CCCC3=O)cc2)c(=O)[nH]c1=O
 : -2, 0, -4, 0, -8, -3, -3, 2, 2, 63*
47	N#CC1=C(N)Oc2cc(N)ccc2C1c1ccsc1 (configuration not stated)
 : -3, 7, -5, 1, 11, -2, -7, 8, 8, -2

Source: PubChem BioAssay (The Scripps Research Institute Molecular Screening Center)
